hK5 inh: human KLK5 protease inhibitors, primary screen, biochemical, 1536-well | recombinant hK5, fluorogenic AMC substrate cleavage | inhibition, % at 5 µM | 210,000 compounds, 0.59% hits | AID 873, 2007;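 active = inhibition of 40% or more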;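 note: 0% = enzyme controls without compound and 100% = no-enzyme blanks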
Target sequence (Q9Y337 67-293 limits assumed): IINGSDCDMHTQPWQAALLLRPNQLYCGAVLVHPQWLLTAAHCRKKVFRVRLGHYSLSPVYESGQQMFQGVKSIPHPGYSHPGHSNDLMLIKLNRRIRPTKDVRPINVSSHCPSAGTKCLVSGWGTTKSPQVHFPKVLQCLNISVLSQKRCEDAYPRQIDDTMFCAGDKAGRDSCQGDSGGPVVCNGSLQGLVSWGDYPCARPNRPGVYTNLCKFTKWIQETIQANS
eIF4E-4G inh: eIF4E–eIF4G protein interaction inhibitors, primary screen, biochemical, uHTS, TR-FRET, eIF4GI fragment; TR-FRET eIF4E-eIF4GI(517-606) binding, 2 h; inhibition, % at 21.7 µM; 220,000 compounds, 0.37% hits; AID 782, 2007;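 note: 0% = full FRET control wells and 100% = background wells lacking eIF4GI fragment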
Furin inh: human furin inhibitors, primary screen, biochemical, fluorescence intensity | purified furin, fluorogenic substrate cleavage | inhibition, % at 30 µM | 220,000 compounds, 0.061% hits | P09958; in the data active = inhibition above about 25%; note: inactives centre near -15
Target sequence (P09958 108-714 limits assumed): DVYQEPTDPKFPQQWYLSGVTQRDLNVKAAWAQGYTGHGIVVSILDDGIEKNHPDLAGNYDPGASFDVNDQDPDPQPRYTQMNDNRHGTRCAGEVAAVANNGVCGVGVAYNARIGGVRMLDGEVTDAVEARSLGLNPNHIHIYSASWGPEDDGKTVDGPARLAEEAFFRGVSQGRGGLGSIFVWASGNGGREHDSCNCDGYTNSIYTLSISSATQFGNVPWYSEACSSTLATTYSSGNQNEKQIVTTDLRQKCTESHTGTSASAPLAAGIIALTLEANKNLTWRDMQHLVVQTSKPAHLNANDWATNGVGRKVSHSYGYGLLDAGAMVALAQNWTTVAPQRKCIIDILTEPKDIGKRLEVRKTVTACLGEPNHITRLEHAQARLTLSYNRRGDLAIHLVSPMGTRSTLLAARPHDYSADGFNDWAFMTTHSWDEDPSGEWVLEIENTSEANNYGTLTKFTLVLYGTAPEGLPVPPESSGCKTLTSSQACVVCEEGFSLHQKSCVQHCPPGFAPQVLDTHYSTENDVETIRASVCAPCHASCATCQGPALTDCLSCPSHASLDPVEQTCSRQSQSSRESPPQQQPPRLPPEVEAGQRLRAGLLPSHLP
14-3-3 Bad inh: inhibitors of 14-3-3 zeta/Bad binding, primary screen, biochemical, TR-FRET, bovine 14-3-3 zeta; inhibition, % at 21.7 µM; 14-3-3 protein zeta/delta (Bos taurus), P63103; TR-FRET 14-3-3zeta/Dy647-pBad peptide displacement, 1 h; 220,000 compounds, 0.71% hits; AID 781, 2007;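 active = inhibition above about 70%, limit read from the data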;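 note: 0% = full 14-3-3 plus peptide FRET controls and 100% = background without 14-3-3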
EBV gp42 block: Epstein-Barr virus gp42 inhibitors, primary screen, biochemical, uHTS, fluorescence polarization; Fluorescence polarization binding assay, mP read-out; inhibition, % (tested at 21.74 µM); 220,000 compounds, 0.42% hits; AID 1085, 2008; in the data active = inhibition above about 50%
Rad51 HR inh: human RAD51 strand exchange inhibitors, primary screen, biochemical, fluorescence; inhibition, % at 10 µM; hRad51 DNA strand exchange, fluorescence dequenching; AID 1385, 2008; 200,000 compounds, 0.085% hits; DNA repair protein RAD51 homolog 1 (Homo sapiens), Q06609;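 active = inhibition above 40% at the single screening dose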;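 note: 0% = DMSO control wells and 100% = blanks with heterologous ssDNA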
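Material: human Rad51–ssDNA filaments; Probe or stimulus: labelled 47-mer dsDNA for strand exchange; Doses: single 10 µM dose; Incubation: 37 °C 15-min filament assembly, 30-min compound preincubation, 15-min exchange; Technique: FRET fluorescence dequenching, excitation 485 nm, emission 520 nm; Measure: Fluorescence-based percent inhibition, control- and blank-normalised; Benchmarks: plate control and blank wells.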
NCF1 inh: p47phox/p22phox peptide binding inhibitors, primary screen, biochemical, uHTS, NADPH oxidase regulatory subunit. fluorescence polarization, 2 h. inhibition, % at 24.7 µM. 220,000 compounds, 0.53% hits;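 note: 0% = p47phox with labelled peptide and 100% = labelled peptide alone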
Thrombin inh: human alpha-thrombin inhibitors, primary screen, counter-screen for coagulation protease inhibitor project, biochemical, 1536-well, fluorogenic AMC substrate; Prothrombin (Homo sapiens), P00734; Boc-VPR-AMC fluorogenic substrate cleavage; inhibition, % at 5 µM; 220,000 compounds, 0.26% hits;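 active = inhibition at or above 40%; inactive = inhibition below 40%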;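 note: 0% = enzyme with no compound and 100% = wells without enzyme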
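signal = AMC fluorescence, 355/460 nm | material = human alpha-thrombin enzyme | control set = enzyme without compound as high, wells lacking enzyme as low | times = reaction at room temperature | read-out basis = percent inhibition scaled between no-compound controls and no-enzyme blanks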
KCC2 mod: KCC2 cotransporter modulators, thallium flux, primary screen, cell-based, HEK293 KCC2, FluoZin-2 fluorescence, MLSMR | KCC2 cells, thallium flux FluoZin-2 fluorescence | 190,000 compounds, 2.2% hits | Solute carrier family 12 member 5 (Homo sapiens), Q9H2X9 | B-score of Tl+ flux slope (higher = more flux/activation; lower = inhibition) at 10 µM | AID 1456, 2008;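 active = thallium flux slope and its plate-corrected score both differing from the plate sample mean at a set confidence after two filtering rounds, in either direction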;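 note: slope of fluorescence scaled to starting intensity during 10 to 20 s after thallium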
An asterisk follows results filed as active; / = no result given; [ ] = another dose, or the depositor's remark.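 Rule for the calls, unless noted: active = inhibition above about 30% (limit read from the data); inactive = the rest.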 Not a hit list; overall some 4.7% were active at least once.

Sample of the layout, eight compounds:
item	mol	hK5 inh	NCF1 inh	Furin inh	KCC2 mod	eIF4E-4G inh
1	Cc1cccc(OCCCCc2c(C)n[nH]c2C)c1	0	-7	-2	-1.5	4
2	c1ccc(-c2nnc3n2N=C(c2ccc4c(c2)OCO4)CS3)nc1	-21	-8	3	-1.3	10
3	O=C(Nc1ccc(S(=O)(=O)Nc2nccc(C3Cc4ccccc4C(=O)O3)n2)cc1)c1ccccc1 (stereo not drawn)	4	-21	-7[20 µM]	-0.52	-2[fluorescence artefact?]
4	CCOC(=O)c1[nH]c2ccc(OC)cc2c1N=CN(C)C	2	0	-21	/	1
5	CN(C)S(=O)(=O)c1cccc(NC(=S)N/N=C/c2cccc(O)c2)c1	6	-13	-11	-0.34	-2
6	CCN1CCCC1CNC(=O)CSc1cc(=O)n(C)c2cc(Cl)ccc12 (stereo not drawn)	-6	8	-19	-0.58	4[fluorescence artefact?]
7	CO/N=C/NC(=O)c1ccc([N+](=O)[O-])c(CS(=O)(=O)c2ccc(Cl)cc2)c1	2	-2	-26	-0.96	5
8	O=C(c1cccc2ccccc12)N1CCN(CC2CC=CCC2)CC1 (stereo not drawn)	-6	14	-7	/	0

item	14-3-3 Bad inh	EBV gp42 block	Thrombin inh	Rad51 HR inh
1	18	-16	3	5
2	1	-6	4	-4
3	12[fluorescence artefact?]	1	-2	-3
4	1	-14	1	5
5	-8	2	1	1
6	9	-17	3	-6
7	30	-10	1	-7
8	65[fluorescence artefact?]	11	-4	-7

The listing, from the start:
item	mol	hK5 inh	NCF1 inh	Furin inh	KCC2 mod	eIF4E-4G inh
1	Cc1cccc(OCCCCc2c(C)n[nH]c2C)c1	0	-7	-2	-1.5	4
2	c1ccc(-c2nnc3n2N=C(c2ccc4c(c2)OCO4)CS3)nc1	-21	-8	3	-1.3	10
3	O=C(Nc1ccc(S(=O)(=O)Nc2nccc(C3Cc4ccccc4C(=O)O3)n2)cc1)c1ccccc1 (stereo not drawn)	4	-21	-7[20 µM]	-0.52	-2[fluorescence artefact?]
4	CCOC(=O)c1[nH]c2ccc(OC)cc2c1N=CN(C)C	2	0	-21	/	1
5	CN(C)S(=O)(=O)c1cccc(NC(=S)N/N=C/c2cccc(O)c2)c1	6	-13	-11	-0.34	-2
6	CCN1CCCC1CNC(=O)CSc1cc(=O)n(C)c2cc(Cl)ccc12 (stereo not drawn)	-6	8	-19	-0.58	4[fluorescence artefact?]
7	CO/N=C/NC(=O)c1ccc([N+](=O)[O-])c(CS(=O)(=O)c2ccc(Cl)cc2)c1	2	-2	-26	-0.96	5
8	O=C(c1cccc2ccccc12)N1CCN(CC2CC=CCC2)CC1 (stereo not drawn)	-6	14	-7	/	0
9	CC(=O)Nc1ccc(S(=O)(=O)N2CCC(NC(=O)C(Cc3cccn3C)NC(C)=O)CC2)cc1 (stereo not drawn)	-17	-12	-18	0.31	-8
10	O=C(CCn1c2c(c3ccccc31)CCCC2)NNC(=O)c1ccc(Cl)c([N+](=O)[O-])c1	2	4	-13	-0.84	4
11	O=[N+]([O-])c1ccc(N2CCN(C(=S)Nc3cccc(F)c3)CC2)cc1	-5	-7	-16	-0.65	3
12	CCOC(=O)C1CCN(C(=O)/C=C/c2cc(OC)c(OC)c(OC)c2)CC1	-20	-3	-13	-0.21	-3[fluorescence artefact?]

item	14-3-3 Bad inh	EBV gp42 block	Thrombin inh	Rad51 HR inh
1	18	-16	3	5
2	1	-6	4	-4
3	12[fluorescence artefact?]	1	-2	-3
4	1	-14	1	5
5	-8	2	1	1
6	9	-17	3	-6
7	30	-10	1	-7
8	65[fluorescence artefact?]	11	-4	-7
9	-9	-15	0	-3
10	-4	-9	-3	-9
11	-13	-13	1	17
12	-11[fluorescence artefact?]	-1	2	2

The results go on:
item	mol	hK5 inh	NCF1 inh	Furin inh	KCC2 mod	eIF4E-4G inh
13	CCC(=O)Nc1sc(Cc2ccccc2)c(C)c1C(N)=O	-2	-11	-21	-0.063	-3
14	Nc1ccc(S(=O)(=O)c2ccc(Cl)cc2)cc1	-2	-4	-15[20 µM]	-0.031	4
15	O=C(O)c1ccc(NS(=O)(=O)/C=C/c2ccccc2)cc1O	12	-6	-27	1.2	7
16	O=C(CCN1C(=O)CSC1=O)Nc1ccc(Br)cc1	-7	-11	-22[20 µM]	0.61	1[fluorescence artefact?]
17	CCc1ccc(NC(=O)CC2C(=O)N(c3ccc(C)cc3)C(=O)N2C2CC2)cc1 (stereo not drawn)	-6	-2	-9	0.97	1
18	Cc1cc(NC(=O)CCC2CCCC2)no1	-30	-3	-16[20 µM]	-0.042	4
19	C1CCC(OCCN2CCN(CCOC3CCCCC3)CC2)CC1	-19	-12	-3[20 µM]	-0.83	4[fluorescence artefact?]
20	COC(=O)c1c(NC(=O)CC2SC(N)=NC2=O)sc2c1CCC(C)C2 (stereo not drawn)	-22	-21	-9	-0.55	8[fluorescence artefact?]
21	O=C(O)COc1ccc(Cl)cc1CO	22	-2	-27[20 µM]	0.71	5
22	CC1(C)Cc2c(sc3nnn(Cc4ccccc4)c(=O)c23)CO1	1	-1	-11	-0.58	-3
23	O=C(CSCc1c(F)cccc1Cl)NCC1CCCO1 (stereo not drawn)	5	-1	-4[20 µM]	/	0
24	Cc1cccc(NNC(N)=S)c1C	/	0	-23	0	2

item	14-3-3 Bad inh	EBV gp42 block	Thrombin inh	Rad51 HR inh
13	-5	1	-9	2
14	-4	-18	-2	6
15	35[fluorescence artefact?]	2	-5	9
16	-6	-15	2	4
17	7	3	-3	-4
18	0	-16	0	7
19	2	3	5	9
20	-2	12	-7	-3
21	29[fluorescence artefact?]	-9	6	7
22	11	-1	1	-10
23	-3	1	-7	-7
24	-6	0	0	/

(continued)
item	mol	hK5 inh	NCF1 inh	Furin inh	KCC2 mod	eIF4E-4G inh
25	CCN(CC)C(=O)Cc1ccccc1	4	5	-36	0.96	-17
26	CC(C)(C)C(=O)Nc1cccc(-c2ncon2)c1	0	-9	-14	0.73	1
27	Cc1ccc(-n2nc(C)c(C(C)(O)C(F)(F)F)c2N)cc1 (stereo not drawn)	-9	-11	-21	1.1	24
28	CCC(=O)Nc1cccc(NC(=O)CSc2nnc(C(C)C)n2CC)c1	-4	2	-31	0.026	-5
29	O=C(c1cc2ccccn2n1)N1CCCC1	-22	-15	-16	1.3	4[fluorescence artefact?]
30	CCOc1cc(/C=N\NC(=O)c2ccc(NC(=O)C(C)(C)C)cc2)ccc1OC(=O)c1cccc(C)c1	8	-16	-22[20 µM]	0.45	6
31	O=C(O)c1cccc(-n2cccc2/C=C/[N+](=O)[O-])c1	0	-9	-9	-3.1	2
32	CCn1nnnc1SCC(=O)Nc1ccc(OCc2ccccc2)cc1	-22	-3	-12[20 µM]	0.98	-8[fluorescence artefact?]
33	Cn1c(SCc2nc(-c3ccc(Br)cc3)no2)nnc1-c1ccco1	1	-10	-2[20 µM]	-1.8	-2
34	CSc1ccc(C(=O)C2CCCN(C(=O)Cc3nonc3C)C2)cc1 (stereo not drawn)	0	/	-28	-0.72	5
35	CCc1ccc(NC(=O)CCn2c(=O)oc3ccccc32)cc1	5	-12	-26	/	1
36	Oc1ccccc1C1=Nc2nc3ccccc3n2C(c2ccccc2)C1 (stereo not drawn)	7	-20	-17[20 µM]	-1.2	-5[fluorescence artefact?]

item	14-3-3 Bad inh	EBV gp42 block	Thrombin inh	Rad51 HR inh
25	-1	-21	5	-1
26	2	-7	2	3
27	8	-22	-3	-28
28	-8	-14	-10	-1
29	2	-12	-9	/
30	7	-4	3	5
31	11	2	-3	/
32	14	-23	-2	0
33	-2	-13	-5	-3
34	5	-4	-4	/
35	-2	-4	0	3
36	2	-8	5	-8

Reformatted: entries from further up.
(35) CCc1ccc(NC(=O)CCn2c(=O)oc3ccccc32)cc1
  hK5 inh: 5
  NCF1 inh: -12
  Furin inh: -26
  KCC2 mod: /
  eIF4E-4G inh: 1
  14-3-3 Bad inh: -2
  EBV gp42 block: -4
  Thrombin inh: 0
  Rad51 HR inh: 3

(25) CCN(CC)C(=O)Cc1ccccc1
  hK5 inh: 4
  NCF1 inh: 5
  Furin inh: -36
  KCC2 mod: 0.96
  eIF4E-4G inh: -17
  14-3-3 Bad inh: -1
  EBV gp42 block: -21
  Thrombin inh: 5
  Rad51 HR inh: -1

Later entries
item	mol	hK5 inh	NCF1 inh	Furin inh	KCC2 mod	eIF4E-4G inh
37	COc1ccc(CC(=O)NCc2n[nH]c(=S)n2-c2ccccc2OC)cc1	5	-7	-22	-1.1	-1
38	Cc1cccc(CN(C(=S)Nc2c(C)cccc2C)c2cccnc2)c1	1	-6	3	-0.71	1
39	C=CCSc1nc2ccccc2c(=O)n1Cc1ccccc1	-7	14	-7	0.96	-2
40	CC(=O)N=c1sc(C(C)(C)C)c(C)n1C	-5	-10	7	-1.1	-2
41	CS(=O)(=O)N1CCN(c2ccc(NC(=O)COc3ccccc3)cc2)CC1	1	-21	-14	-0.079	-5
42	Nc1c(C(=O)c2ccccc2)oc2ccccc12	-1	-15	-9[20 µM]	/	-1
43	COc1cc(C2CC(=O)c3cnc(NC(=O)COc4ccccc4)nc3C2)cc(OC)c1OC (stereo not drawn)	-12	-20	-37	-0.21	-3
44	COc1c(N2CCN(C(=S)Nc3ccccc3F)C(C)C2)c(F)cc2c(=O)c(C(=O)O)cn(C3CC3)c12 (stereo not drawn)	-2	-2	-19	-0.93	1
45	N#CCCN(Cc1cccnc1)C(=S)NCc1ccco1	4	7	-2	0.023	1
46	CNS(=O)(=O)c1cccc(C(=O)OCC(=O)c2cc3ccccc3o2)c1	-4	-20	-8	0.22	2
47	CSc1cnc2c(=O)[nH]c(=O)n(C)c2n1	-4	6	-4	0.17	3[fluorescence artefact?]

item	14-3-3 Bad inh	EBV gp42 block	Thrombin inh	Rad51 HR inh
37	-22	3	-9	8
38	-9	-1	-4	-5
39	-14	0	-11	12
40	-9	-14	-4	-8
41	-11	-3	-4	3
42	-3	4	1	-1
43	-6	0	-7	-1
44	-14	-8	-3	/
45	1	-3	26	-5
46	-1	-20	/	-5
47	-2	0	-2	15
